eIF4E 4G PPI – eIF4E/eIF4G interaction inhibition in translation initiation | actives 0.37% (n = 220,000) | TR-FRET eIF4E-eIF4GI(517-606) binding, 2 h | inhibition, % at 21.7 µM | P63073+Q04637;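 active = inhibition above about 30%, limit read from the data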;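 note: 0% = full FRET control wells and 100% = background wells lacking eIF4GI fragment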
TbHK1 inh – T. brucei hexokinase 1 inhibition. recombinant TbHK1, G6PDH-coupled NADH A340. inhibition, % at 10 µM. actives 0.11% (n = 220,000). AID 1430;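 active = inhibition of 50% or more in the single-dose primary screen; inactive = inhibition below 50%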
EP2 modulator – EP2 receptor (human) modulation; P43116; EP2-expressing cells, cAMP HTRF FRET, PGE2 co-stimulation; induction, % at 25 µM; actives 0.83% (n = 260,000); AID 940;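 active = compounds whose cAMP rise, as percent of the full-agonist control response, exceeds 60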;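 note: rat C6 glioma line stably carrying human EP2 under a CMV promoter; the protocol text gives 20 µM as final concentration; 100% = response of wells given 1 µM PGE2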
Target sequence (P43116 whole entry, looked up): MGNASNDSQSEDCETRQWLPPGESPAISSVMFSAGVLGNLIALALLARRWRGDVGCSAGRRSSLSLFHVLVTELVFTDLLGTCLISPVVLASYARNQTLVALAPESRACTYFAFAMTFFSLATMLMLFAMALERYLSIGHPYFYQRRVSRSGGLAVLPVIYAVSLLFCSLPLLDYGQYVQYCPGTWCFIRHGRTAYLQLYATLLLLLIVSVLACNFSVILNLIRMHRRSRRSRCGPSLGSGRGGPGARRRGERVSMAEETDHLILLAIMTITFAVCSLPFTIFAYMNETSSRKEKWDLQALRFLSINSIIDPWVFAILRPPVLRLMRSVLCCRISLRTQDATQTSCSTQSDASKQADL
PGE2 EP2 inh – inhibitors of human EP2 prostaglandin E2 receptor; P43116; C6 glioma cells expressing human EP2, cAMP TR-FRET; cells stimulated with saturating PGE2; inhibition, % at 25 µM; actives 0.52% (n = 260,000); AID 1422;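 active = percent inhibition above 40 after rounding to a whole number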;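 note: rat C6 glioma host cells with rolipram phosphodiesterase inhibitor present; the protocol text gives 20 µM as final concentration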
zVAD death inh – L929 zVAD cell death inhibition. L929 zVAD necroptosis rescue, ATP luminescence, 24 h; with zVAD 60 µM. AID 1377. actives 0.38% (n = 220,000). viability rescue, % at 10 µM;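 active = activation, scaled between plate controls, above about 75%, limit read from the data; inactive = activation under that limit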;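 note: 0% = zVAD with DMSO and 100% = DMSO alone without zVAD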
Hck Nef HTS – blocks Nef-activated human Hck kinase. inhibition, % at 20 µM. AID 463187. Recombinant Hck-YEEI plus Nef, Z-Lyte FRET kinase assay. actives 0.68% (n = 220,000). P08631;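 active = Hck-Nef kinase inhibition above about 50%, limit read from the data; inactive = inhibition below that limit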;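 note: 0% = DMSO with Hck plus Nef and 100% = Hck alone without Nef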
14-3-3 Bad PPI – disrupts binding of bovine 14-3-3 zeta to phospho-Bad peptide. inhibition, % at 21.7 µM. TR-FRET 14-3-3zeta/Dy647-pBad peptide displacement, 1 h. actives 0.71% (n = 220,000). AID 781;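 active = inhibition above about 70%, limit read from the data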;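 note: 0% = full 14-3-3 plus peptide FRET controls and 100% = background without 14-3-3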
Target sequence (P63103 whole entry, looked up): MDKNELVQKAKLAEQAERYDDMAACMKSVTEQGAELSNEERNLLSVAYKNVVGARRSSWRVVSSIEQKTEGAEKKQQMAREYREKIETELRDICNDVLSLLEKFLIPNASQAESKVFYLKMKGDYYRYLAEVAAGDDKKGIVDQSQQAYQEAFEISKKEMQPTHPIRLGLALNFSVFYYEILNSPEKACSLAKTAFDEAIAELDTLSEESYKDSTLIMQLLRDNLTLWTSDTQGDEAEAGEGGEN
Rad51 HR inh – blocks human Rad51 in homologous recombination; Q06609; actives 0.085% (n = 200,000); hRad51 DNA strand exchange, fluorescence dequenching; inhibition, % at 10 µM; AID 1385;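 active = inhibition above 40% at the single screening dose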;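 note: 0% = DMSO control wells and 100% = blanks with heterologous ssDNA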
Target sequence (Q06609 whole entry, looked up): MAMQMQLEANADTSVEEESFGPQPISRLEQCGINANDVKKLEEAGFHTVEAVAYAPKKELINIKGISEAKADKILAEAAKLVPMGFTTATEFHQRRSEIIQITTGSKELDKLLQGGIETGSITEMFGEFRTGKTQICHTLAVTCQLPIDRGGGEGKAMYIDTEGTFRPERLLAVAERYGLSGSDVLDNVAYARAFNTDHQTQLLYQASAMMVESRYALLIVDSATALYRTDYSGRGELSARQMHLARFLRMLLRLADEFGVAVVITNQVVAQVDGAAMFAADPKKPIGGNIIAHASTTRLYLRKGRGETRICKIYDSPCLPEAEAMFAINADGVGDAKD
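material = hRad51 filaments on single-stranded DNA | timing = filaments 15 min 37 °C, then compound 30 min | signal = FRET fluorescence dequenching, excitation 485 nm, emission 520 nm | benchmarks = control wells and blank wells on each plate | evaluation = percent inhibition relative to plate controls and blanks | compound = 10 µM final, single point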
m-calpain inh – blocks pig calpain II enzyme activity | actives 0.37% (n = 220,000) | purified calpain II, fluorogenic peptide substrate, 30 min | AID 1236 | inhibition, % at 16 µM;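 active = inhibition above about 50%, limit read from the data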
An asterisk follows results filed as active; . = not tested or not shown; & = joins results of further samples; [ ] = remark or other dose.

Screens in order: Hck Nef HTS	Rad51 HR inh	14-3-3 Bad PPI	eIF4E 4G PPI	PGE2 EP2 inh	zVAD death inh	EP2 modulator	TbHK1 inh	m-calpain inh
C[C@@H](C(=O)NCCc1c[nH]c2ccccc12)[C@H]1C[C@]1(C)[C@H](NC(=O)OCc1ccccc1)c1ccccc1
  -1	1	-19	0	10	-0.5	12	0	-19
CCOC(=O)/C(C#N)=N/Nc1ccccc1C(=O)O
  16	15	-4	0	6	1.9	10	-46	5
Cc1ccc(C(=O)CCCn2nnc(-c3cccnc3)n2)cc1C
  2	0	9	0	8	0.0	3	0	-10
COc1ccc(/C=N/NC(=O)c2nc(-c3ccccc3)cc(-c3ccccc3)n2)cc1O
  -2	19	-5	-20[fluorescence artefact?]	10	0.5	-18	19	-22
O=C(CCNC(=O)OCc1ccccc1)NC1CCCCCC1
  0	.	1	3[fluorescence artefact?]	2	1.6	-5	2	10
Cn1c(=O)c2c(ncn2CCc2ccccc2)n(C)c1=O
  -19	-8	-2	-1	11	1.8	-5	10	20
Cc1ccc(/C(O)=C2/C(=O)C(=O)N(CCN3CCOCC3)C2c2cccnc2)cc1 (stereo not given)
  -2	.	0	4	.	5.6	17	-128	16
CCCCCCCC(=O)NC(Nc1ccccc1OC)C(Cl)(Cl)Cl (stereo not given)
  1	-1	5	4	4	0.0	16	4	-11
COc1ccc(N2CCc3c(C)nc(SC)nc32)cc1
  10	8	-4	0	6	0.8	35	-4	-16
CCOC(=O)c1ccc(NS(=O)C23CC4CC(CC(C4)C2)C3)cc1 (stereo not given)
  2	11	8	-3	18	0.5	20	-8	34
Clc1ccc(COc2cccc(CNCc3ccncc3)c2)cc1
  -8	.	21	-4	6	1.1	-22	9	27
COc1ccc(OC)c(C(c2nnnn2CCc2ccccc2)N2CCN(c3ccccc3)CC2)c1 (stereo not given)
  4	0	12	-2	10	-0.1	31	1	20
CC(C)(C)c1[nH]nc2c1C(c1ccc(OC(=O)c3ccco3)cc1)C(C#N)=C(N)O2 (stereo not given)
  0	-1	2	43*	11	-0.5	-43	-4	7
CC(=O)c1cccc(N=C2NC(=O)CS2)c1
  -2	6	10	-1	5	0.0	7	-5	-35
O=C(Cn1ncc(Cl)c(Cl)c1=O)NCC1CCCCC1
  5	-7	-26	4[fluorescence artefact?]	13	-1.5	-18	4	-106
O=C(Nc1c(C(=O)O)[nH]c2ccccc12)NC1CCCCC1
  1	-9	-7	7	8	0.3	-30	-1	-182
Nc1cc(CN2C(=O)c3ccccc3C2=O)cc(Cl)c1O
  6	-7	0	-4	13	0.0	-5	2	-9
O=c1c2c3c(sc2ncn1Cc1ccc(F)cc1)CCC3
  19	-1	16[fluorescence artefact?]	12[fluorescence artefact?]	10	1.2	7	-10	-37
CCOC(=O)C1=C(N)OC2=C(C(=O)CC(C)C2)C1c1cccnc1 (stereo not given)
  -9	.	-8[fluorescence artefact?]	6	6	.	16	-2	-9
C=CCSc1nc(=O)n2ccccc2n1
  7	15	-9	1	6	1.0	13	-23	-7

Fetched one by one from the list above (3):
Screens in order: Hck Nef HTS	Rad51 HR inh	14-3-3 Bad PPI	eIF4E 4G PPI	PGE2 EP2 inh	zVAD death inh	EP2 modulator	TbHK1 inh	m-calpain inh
CC(C)(C)c1[nH]nc2c1C(c1ccc(OC(=O)c3ccco3)cc1)C(C#N)=C(N)O2 (stereo not given)
  0	-1	2	43*	11	-0.5	-43	-4	7
C=CCSc1nc(=O)n2ccccc2n1
  7	15	-9	1	6	1.0	13	-23	-7
COc1ccc(OC)c(C(c2nnnn2CCc2ccccc2)N2CCN(c3ccccc3)CC2)c1 (stereo not given)
  4	0	12	-2	10	-0.1	31	1	20

Remaining list, next part
Screens in order: Hck Nef HTS	Rad51 HR inh	14-3-3 Bad PPI	eIF4E 4G PPI	PGE2 EP2 inh	zVAD death inh	EP2 modulator	TbHK1 inh	m-calpain inh
COC(=O)c1cccc(NC(=O)Nc2ccc(Cl)cc2Cl)c1
  -1	-6	5	2	11	0.2	-20	-35	19
CC(C)OC(=O)Nc1ccc2c(c1)N(C(=O)CCN1CCN(CCO)CC1)c1ccccc1CC2
  9	8	5	-1	7	0.9	1	4	-2
COc1ccccc1CNC(=O)COC(=O)c1cnccn1
  2	2	-2	0	8	-0.1	10	-1	-27
Cn1cnnc1SCC(=O)c1c(N)n(Cc2ccccc2)c(=O)n(C)c1=O
  19	-7	-8	-1	5	1.4	-2	0	-13
Cc1ccc(-c2nc(NCc3ccco3)n(C(=O)c3ccco3)n2)cc1
  2	.	2	4	9	1.7	39	-9	-105
CC(C)(C)NC(=O)C(=O)NCc1ccccn1
  4	.	-26	1	17&3	0.3	3&4	2	-20
CC(=O)Nc1ccc(N/C=C(\C=O)c2nc3ccccc3o2)cc1
  0	5	-20	2	0	1.2	-19	-8	-144
COc1ccccc1-c1ccc(SCc2cccc(F)c2)nn1
  -3	-3	-9	-4	10	0.5	31	0	38
Cc1ccc2ccc(C(Nc3ccccn3)c3ccccc3)c(O)c2n1 (stereo not given)
  1	2	0	-10	10	-0.7	-4	-2	-18
Cc1ccc(NCc2n[nH]c(=S)n2-c2ccccc2)c(C)c1
  22	-3	-9	-4	5	-0.2	23	1	-13
Cc1cc(C)n(CCNC(=O)c2cc(COc3ccc4ncccc4c3)on2)n1
  39	.	-10	-2	11	-0.3	-26	-1	-122
CCCCn1c(N)c(N(CCC(C)C)C(=O)CSc2nnc(Nc3ccccc3)s2)c(=O)[nH]c1=O
  16	0	-14	-2	4	8.7	5	-4	32
CCCCn1c(SCC(=O)N2CCCc3ccccc32)nc2c1c(=O)n(C)c(=O)n2C
  7	-2	0	-2	8	-0.3	-12	3	-10
COC(=O)N/N=C1\CCCc2ccccc21
  -1	6	-24	10	5	-0.2	14	28	-4
Cn1c(C(=O)OCC(=O)NCc2ccco2)cc2sccc21
  2	-5	-3	4	6&11	0.8	-41&-42	2	-13
O=c1[nH]c(CN2CCN(S(=O)(=O)c3ccc(Cl)cc3)CC2)nc2cc(Cl)ccc12
  0	-8	2	0	7	0.9	15	0	26
Cc1cc(C)n2[nH]c(=O)c(N=Nc3ccc(S(N)(=O)=O)cc3)c2n1
  14	1	-11	-3	10	7.0	19	-24	-9
COc1ccc(NC(=O)CSc2n[nH]c(C)c2[N+](=O)[O-])cc1
  18	0	1	0	3	-0.1	-45	-9	0
CCCn1c(SCC(=O)Nc2cccc(C)n2)nnc1C(C)C
  12	4	-9	5	7&3	8.7	-13&19	0	-8
Cc1ccccc1OCC(=O)Nc1ccc(N2CCN(C(=O)C(C)C)CC2)c(Cl)c1
  2	0	-1	5	14	8.6	-25	-1	29
CCCCN(C(=O)c1cc(OC)c(OC)c(OC)c1)C1=CC2CCC(C1)N2C (stereo not given)
  -2	3	-2	2	6	0.1	17	6	-50
O=C(CCS(=O)(=O)c1cccc2nonc12)NC1CCCCCC1
  -3	-5	-1	-4[fluorescence artefact?]	8	4.6	-3	3	-11
Cc1ccc(C(=O)N/C(=C/C=C\c2ccccc2)C(=O)NCc2ccco2)cc1
  3	.	-24[fluorescence artefact?]	4	14	0.2	8	-10	-12
Cn1cccc1/C=N/n1c(-c2ccc(Cl)cc2)n[nH]c1=S
  0	1	-4	0	7	0.2	5	-10	18
COc1ccc(NC(=O)CCC(=O)N/N=C/c2ccncc2)cc1
  10	-15	4	0	9	-0.2	10	-17	-4
CCn1c(CCNC(=O)c2ccc(C)cc2)n[nH]c1=S
  1	.	1	-1	9	0.7	9	0	-5
Cc1n[nH]c(C)c1CCC(=O)N/N=C/c1c(C)[nH]c2ccccc12
  32	-2	2	6	14	0.4	-33	-30	-15
COc1ccc(S(=O)(=O)N(C)CC(=O)NCc2cccnc2)cc1Cl
  -16	-7	-14[fluorescence artefact?]	3[fluorescence artefact?]	8	-0.1	15	22	-14
COc1ccc2c(Cl)c(C(=O)OCC(=O)c3ccc4c(c3)NC(=O)CO4)sc2c1Cl
  9	15	2	1	13	0.6	-13	-6	1
Cc1cc(=O)n2c(C(=O)Nc3ccc(C(=O)OC(C)C)cc3)c(C(=O)Nc3ccccc3)sc2n1
  -6	-14	0	-1	8	0.3	-4	-2	-19
O=C(Oc1c(-c2ccccc2Cl)oc2ccccc2c1=O)c1ccc(Cl)cc1
  -2	-4	-26	-1	8	-0.1	55	35	19
O=S(=O)(c1cccc(F)c1)N1CCC(CO)(Cc2cccc(F)c2)CC1
  9	-3	-3	-4	10	4.7	-76	-5	-2
O=C(CC1c2ccccc2Oc2ccccc21)NCc1ccco1
  -2	-1	3[fluorescence artefact?]	9[fluorescence artefact?]	9	-0.2	-36	3	-9
CCOC(=O)C1=C(C)NC(C)=C(C(=O)OCC)C1C(=O)OCC(=O)N1CCc2ccccc2C1
  4	-2	-14	5	13	0.0	7	-15	-127
CCN(CC)c1ccc(NC(=O)Cn2c(C(C)NC(=O)c3ccccc3)nc3ccccc32)cc1 (stereo not given)
  15	-1	60	0	13	0.6	11	-2	-15
C=CCN(CC=C)CCCOc1ccccc1C(=O)OC
  1	-4	26	1	11	-0.3	28	-2	-4
CC(C)CNc1c(N)c(=O)oc2ccccc12
  5	9	-15	-1	5	0.8	13	-27	3
C/C(Cc1ccccc1)=N\NC(=O)CNC(=O)COc1ccccc1
  13	0	2	-1	9	1.3	12	-8	-17
Cc1cccc(NC(=O)c2ccccc2OCC(=O)N2CCCC2)c1C
  -20	-11	-5	-7	6	-2.0	9	11	8
CCCCNS(=O)(=O)c1ccc(NC(=O)C2c3ccccc3Oc3ccccc32)cc1
  10	-5	5	-3	4	2.5	29	2	13
CC(C)(C)NC(=O)NC(=O)CSc1n[nH]c(-c2ccccc2Br)n1
  16	3	-8	-4	4	3.4	19	-2	5
Cc1ccc2nc(C)c3c(c2c1)COC3
  -1	20	-19	6	10	0.0	7	3	20
O=[N+]([O-])c1ccc(Oc2c(F)c(F)nc(N3CCCC3)c2F)cc1
  -20	.	-7	9	.	-0.6	11	0	2
CN1CCN(C2=NC3(CCCC3)C(C#N)C(=O)N2)CC1 (stereo not given)
  0	3	14	7	9	0.1	2	0	-8
Fc1ccc(-c2nnsc2Sc2ccccn2)cc1
  4	3	-22	-10	8	1.6	-3	-7	7
Clc1cccc2sc(N3CCCC3)nc12
  0	-2	-5	-15	11	0.2	-17	-5	26
C#CCNC(=O)C1=C[C@H](C2CCCCC2)[C@@H](CCCO)[C@H](OCC)O1
  4	-3	22	-4	12	0.2	8	-11	-4
Cn1c(CSc2nc3ccccc3s2)nnc1SCC(=O)NCCCN1CCOCC1
  9	6	-6[fluorescence artefact?]	1[fluorescence artefact?]	13	-0.2	20	-6	-18
CC1CN(Cc2ccccc2Cl)CC(C)O1 (stereo not given)
  3	-3	59	6[fluorescence artefact?]	8	-0.3	42	-8	8
CCOC(=O)/C(C#N)=C1\CCCN1CC(N)=S
  10	-28	13[fluorescence artefact?]	20[fluorescence artefact?]	6	0.6	33	6	9
CC(=O)Nc1ccc(S(=O)(=O)N(C)CC(=O)OCC(=O)Nc2ccc3c(c2)OCO3)cc1
  7	4	-8	15	6	0.7	-2	29	1
COC(=O)c1ccc(Oc2ccc3nncn3n2)cc1
  8	-3	-10	-5	3	0.0	-38	3	3
Cc1ccc(/C=C(/NC(=O)c2ccccc2)C(=O)NCCc2c[nH]c3ccccc23)o1
  1	-5	-5	9	-9	0.0	-5	-20	2

Assay outcomes deposited in PubChem BioAssay by several laboratories.

This is a subset; rates above refer to the full screens.
